From PubChem
XiGFP reactiv – reactivates the inactive X chromosome in mouse fibroblasts | XiGFP mouse fibroblasts, % GFP-positive cells imaging, 3 d; cells co-treated with 5-aza-dC sensitizer; scaled so ellipticine positive control = 100% | activation, % at 7.58 µM | 360,000 compounds, 0.055% hits | AID 743238;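 active = mean normalized replicate activation at least 10% and every replicate at or above 10%; inconclusive = only one of the two criteria met; inactive = mean below 10% and not all replicates reach 10%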;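 also: 0% = median of on-plate neutral control wells and 100% = ellipticine 6 µM median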
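material = 68-5-11 XiGFP fibroblast line | medium = DMEM plus 5-aza-dC sensitizer | schedule = 3 days compound exposure | benchmarks = positive control ellipticine, 6 µM final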
esBAF inh – blocks esBAF chromatin remodeling in mouse ES cells; 350,000 compounds, 2% hits; AID 602393; Bmi1-luciferase knock-in reporter, 24 h; 100% = twice the neutral-well signal; reporter increase, % at 12.5 µM; in the data active = activation above about 40%; inconclusive = no clear call, values can overlap the other calls;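 also: 0% = median of the plate's neutral control wells and 100% = double that signal; a rise in the Bmi1 reporter signal indicates esBAF inhibition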
ERAP1 HTS inh – ERAP1 (human) enzyme inhibition; Q9NZ08; recombinant ERAP1, Leu-AMC fluorescence, 60 min; inhibition, % at 10.7 µM; 340,000 compounds, 0.15% hits;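 active = mean replicate inhibition of at least 30%, or all replicates individually reaching that 30% level; inactive = mean below 30% and not every replicate reaching it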;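 also: 0% = neutral control wells and 100% = L-leucinethiol positive control wells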
RAD52 anneal inh – blocks human RAD52 DNA annealing; P43351; inhibition, % at 18.7 µM; 360,000 compounds, 0.46% hits; recombinant RAD52 DNA annealing, FRET fluorescence;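 active = every replicate showing at least 50% inhibition; inconclusive = mean inhibition at least 50% but not in every replicate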
Target sequence (P43351 whole entry, looked up): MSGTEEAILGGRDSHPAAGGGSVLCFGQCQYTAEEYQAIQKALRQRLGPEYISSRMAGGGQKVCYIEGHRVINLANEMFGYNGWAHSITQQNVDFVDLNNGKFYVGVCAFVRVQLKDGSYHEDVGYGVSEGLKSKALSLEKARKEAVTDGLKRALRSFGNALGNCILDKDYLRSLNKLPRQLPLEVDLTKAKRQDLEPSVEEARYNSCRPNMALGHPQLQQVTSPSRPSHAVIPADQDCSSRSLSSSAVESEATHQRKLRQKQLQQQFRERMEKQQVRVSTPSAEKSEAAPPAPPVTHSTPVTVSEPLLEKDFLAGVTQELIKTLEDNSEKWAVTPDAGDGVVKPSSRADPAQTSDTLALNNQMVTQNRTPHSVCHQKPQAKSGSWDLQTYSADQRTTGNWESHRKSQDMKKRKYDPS
INS-1E GSIS act – primary screen for activators of insulin secretion dependent on glucose, INS-1E cells, GLuc reporter luminescence; INS-1E GLuc reporter insulin secretion, 2-3 h; activation, % at 16.6 µM; 370,000 compounds, 0.61% hits; AID 743287;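 active = lowest replicate activation of at least 40%, so every replicate reaches that level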;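 also: 0% = median of neutral control wells and 100% = median of IBMX positive control wells; some compounds called inactive have numbers as strong as hits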
F508del corr – correctors of CFTR F508del function in bronchial epithelial cells. CFBE cells, YFP halide quenching; stimulated with forskolin plus potentiator P3; % fluorescence drop versus neutral controls. activity (quench increase), % at 7.58 µM. 350,000 compounds, 0.36% hits;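 active = mean added fluorescence quench of at least 8% versus neutral control, with both replicates also reaching 8%; inconclusive = only one of the mean or replicate conditions met; inactive = mean below 8% and not both replicates reaching 8%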;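 also: cells transiently co-express mutant CFTR-F508del with the halide-sensitive YFP; corrector assay measuring rescue of mutant channel to the surface after 24 h compound exposure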
ARNT-TACC3 inh – disrupts binding between human ARNT and TACC3 | AlphaScreen His-ARNT PAS-B/GST-TACC3 binding, luminescence; TACC3 fragment carries E629A point mutation | Q9Y6A5 | 390,000 compounds, 0.66% hits | inhibition, % at 9.99 µM;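 active = mean inhibition of replicates at least 50% and at least half of replicates each reaching 50%; inconclusive = half or more replicates reach 50% but mean below 50%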;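 also: 0% = complete ARNT plus TACC3 wells and 100% = ARNT alone without TACC3; many hits fall short of the cut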
RAD54 branch – blocks human RAD54 Holliday junction branch migration; Q92698; FAM/BHQ fluorescence; inhibition, % at 10.4 µM; 360,000 compounds, 0.14% hits;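 active = mean normalized replicate activity at least 40 and at least half of replicates scoring 40 or more; inconclusive = only one of the two criteria met; inactive = mean below 40 and under half of replicates reaching 40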;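 also: 0% = median of neutral control wells and 100% = median of positive control wells; inhibitors cause a drop in the FAM fluorescence signal; in these data hits start at about 50%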
* = called active by the depositor; u = inconclusive; x = not tested or not shown; & = joins results of further samples. Random draw from the library; any-hit rate near 3.3%.

SMILES	XiGFP reactiv	esBAF inh	ERAP1 HTS inh	RAD52 anneal inh	INS-1E GSIS act	F508del corr	ARNT-TACC3 inh	RAD54 branch
O=C(C[C@@H]1CC[C@@H]2[C@H](COC[C@@H](O)CN2S(=O)(=O)c2ccccc2)O1)N1CCOCC1	0.3	3	-4	10	5	-1.5	8	3
CC1CCN(c2nc3ccccc3n2CC(=O)c2ccccc2)CC1	0.2	x	-14	-16	10	-2.5	-1	x
COc1ccc(C(=O)Nc2ccc(N3CCN(C(=O)c4ccccc4)CC3)cc2)cc1[N+](=O)[O-]	0.0	x	0	-10	-4	-1.3	3	x
COc1ccc(NC(=O)Nc2nc(C(N)CC(C)C)cs2)cc1 (stereo not given)	0.0	-3	0	0	-22	-0.6	x	10
Cc1c(C(=O)NCCSCc2cccc(C(F)(F)F)c2)cnn1-c1ccc(Cl)cc1	0.1	-1	1	3	x	0.1	-1	-9
CC1=CC(C)(C)NC(=S)N1NC(=O)c1ccccc1Cl	0.2	x	5	-9	15	-2.9	-4	x
COc1ccc(OCCCC(=O)N(C)CC(=O)Nc2ccccc2Cl)cc1	0.0	-1	-1	-3	-6	0.4	-7	8
Cc1ccc(C(=O)NCCc2nnc3ccc(SCC(=O)N4CCCCC4)nn23)cc1	0.7	x	-7	-7	9	-0.5	-2	7
CC(C)CC(=O)Nc1ccc2ccccc2c1	0.1	x	0	9	0	1.3	0	x
CCC1C(=O)NCCN1C(=O)CCc1nnc(CCc2ccc(OC)cc2)o1 (stereo not given)	0.6	8	0	-14	1	0.8	-2	8
CC1CCC(NC(=O)CCS(=O)(=O)c2ccc3c(c2)NC(=O)CS3)CC1 (stereo not given)	-0.1	4	2	-3	-4	-2.2	-3	-6
C=CCn1c(COc2ccccc2-c2ccccc2)nnc1SCC(=O)NC(=O)NCc1ccco1	x	-1	8	-4	x	-0.9	-1	5
Cc1ccc(N2C(S)=C(C#N)C(=O)NC2c2ccco2)cc1 (stereo not given)	0.0	x	9	-49	-27	x	6	x
COc1ccc(-c2nc3ccccc3c(=O)n2CCOc2cccc(C)c2C)cc1	0.3	18	-2	-11	0	-1.4	-5	-11
COc1cccc(C(=O)Nc2ccc3c(c2)C(=O)N(C)[C@@H]2CC[C@H](CC(=O)NCc4ccc(F)cc4)O[C@@H]2CO3)c1	0.0	5	x	x	-12	3.9	-3	-2
O=C(C[C@@H]1CC[C@H]2[C@@H](COC[C@@H](O)CN2CCc2ccccc2)O1)NCc1ccc(F)cc1	-0.2	2	0	-6	-26	-0.2	-8	-17
COc1ccc(OC)c(N/C(C)=C/C(=O)c2ccc(C)o2)c1	x	-1	2	4	1	x	4	-10
N#CCCCC#Cc1ccc2c(c1)COc1c3ccccc3nn1-2	0.0	-70	1	-15	x	2.5	2	-5
CCCS(=O)(=O)N1CCN=C1SCc1cccc(F)c1	0.0	-3	2	-10	15	-4.8	-1	7
COCCN(C(=O)COC(=O)C(C)(C)Oc1ccc(Cl)cc1)c1c(N)n(Cc2ccccc2)c(=O)[nH]c1=O	-0.1	0	-1	-9	-38	0.7	2	-6

A second format for five compounds above:
Under each structure: XiGFP reactiv | esBAF inh | ERAP1 HTS inh | RAD52 anneal inh | INS-1E GSIS act | F508del corr | ARNT-TACC3 inh | RAD54 branch
Cc1ccc(N2C(S)=C(C#N)C(=O)NC2c2ccco2)cc1 (stereo not given)
 : 0.0 | x | 9 | -49 | -27 | x | 6 | x
COc1ccc(-c2nc3ccccc3c(=O)n2CCOc2cccc(C)c2C)cc1
 : 0.3 | 18 | -2 | -11 | 0 | -1.4 | -5 | -11
COc1cccc(C(=O)Nc2ccc3c(c2)C(=O)N(C)[C@@H]2CC[C@H](CC(=O)NCc4ccc(F)cc4)O[C@@H]2CO3)c1
 : 0.0 | 5 | x | x | -12 | 3.9 | -3 | -2
O=C(C[C@@H]1CC[C@H]2[C@@H](COC[C@@H](O)CN2CCc2ccccc2)O1)NCc1ccc(F)cc1
 : -0.2 | 2 | 0 | -6 | -26 | -0.2 | -8 | -17
COc1ccc(OC)c(N/C(C)=C/C(=O)c2ccc(C)o2)c1
 : x | -1 | 2 | 4 | 1 | x | 4 | -10

Following part.
SMILES	XiGFP reactiv	esBAF inh	ERAP1 HTS inh	RAD52 anneal inh	INS-1E GSIS act	F508del corr	ARNT-TACC3 inh	RAD54 branch
COc1ccc(-c2nc(CS(=O)CC(=O)NCCCN3CC(C)CC(C)C3)c(C)o2)cc1OC (stereo not given)	x	-4	1	2	-7	x	1	1
O=C(NCCS(=O)(=O)NCc1ccccc1)c1ccccc1	0.1	x	-1	1	6	0.7	1	-2
CCOC(=O)C1CCN(C(=O)c2cn(CCOC)c(=O)c3c2c2ccccc2n3C)CC1	x	-6	5	-10	4	2.3	-3	5
CC(C)c1nnc(NC(=O)CCC2CCCCC2)s1	0.0	37	0	-11	-3	1.6	9	-4
C/C(=N\NC(=O)OC(C)(C)C)c1ccc(-n2ccnc2)cc1	0.0	14	-7	-21	11	-2.2	-1	-1
C/C=C/c1ccc([C@H]2[C@@H](CO)N(C(C)=O)C23CN(S(C)(=O)=O)C3)cc1	0.0	x	2	-2	4	-0.5	x	x
CO[C@@H]1CN(C)C(=O)c2ccc(NC(=O)C3CCC3)cc2OC[C@H](C)N(Cc2ccccn2)C[C@H]1C	-0.1	-2	0	-20	0	2.1	6	3
CN(C)CCCNC(=O)C[C@@H]1C=C[C@H](NS(=O)(=O)c2ccccc2)[C@@H](CO)O1	-0.1	-5	-1	13	13	-0.7	x	-1
COc1cccc(C(NC(C)=O)c2nc(-c3cccc(C(F)(F)F)c3)cs2)c1 (stereo not given)	-0.2	-1	-1	-28	-34	3.0	x	-10
O=C(c1cnccn1)N1CC(=O)N2[C@H](CO)[C@H](c3ccc(C#CC4CC4)cc3)[C@@H]2C1	0.0	x	-2	-1	-7	0.8	x	x
C[C@@H]1CN([C@H](C)CO)C(=O)Cc2cc(N(C)C)ccc2O[C@H]1CN(C)Cc1ccncc1	-1.4	-3	0	-1	6	0.2	-1	1
O=C(CC1(c2ccc(Cl)cc2)C2CC3CC(C2)CC1C3)NCCO (stereo not given)	0.3	x	-3	-19	0	-0.5	20	x
Cc1cc(C(=O)c2cccs2)c(N)s1	x	1	-2	-15	-12	-1.6	-1	-6
Cc1ccc(S(=O)(=O)Nc2ccc3c(c2)C(=O)N([C@H](C)CO)C[C@H](C)[C@H](CN(C)S(C)(=O)=O)OCCCC[C@@H](C)O3)cc1	0.0	1	-2	8	11	6.1	-6	3
O=C(C1CCC(CNc2c(N3CCCCC3)c(=O)c2=O)CC1)N1CCCCC1 (stereo not given)	0.1	-6	x	7	13	-0.3	-19	1
COCCN1CCN(C(=O)C2CCC(=O)N(Cc3cccc(C(F)(F)F)c3)C2)CC1 (stereo not given)	0.0	2	0	-4	10	0.7	-4	-4
CN(C)C(=O)c1ccc(-c2ccc(C3[C@@H]4CN(Cc5nccs5)C[C@H]3N4)cc2)cc1 (stereo not given in full)	0.0&0.0	x	2&4	4&-7	-9&-6	3.5&-1.8	x	x
CO[C@H]1CN(C)C(=O)c2cc(NC(=O)NC(C)C)ccc2OC[C@@H](C)N(C(=O)NC(C)C)C[C@@H]1C	0.0	-2	-1	9	2	x	-3	8
COc1nc(NCc2ccco2)nc(N2CCC(C)CC2)n1	x	9	x	x	14	x	25	1
COc1ccc(CN(C)C[C@@H]2Oc3ccc(NC(=O)C4CCCCC4)cc3CC(=O)N([C@@H](C)CO)C[C@@H]2C)cc1	0.0	0	7	9	-24	-0.2	4	11
Cc1ccc(S(=O)(=O)NC(C)C(=O)OCC(=O)Nc2sccc2C(N)=O)cc1 (stereo not given)	-0.1	9	-1	-15	-4	-1.0	x	0
Cc1ccccc1S(=O)(=O)NCC[C@H]1CC[C@H](NC(=O)C2CCC2)[C@H](CO)O1	1.4	0	-3	x	9	-0.2	0	-8
CSc1ccc(CCNC(=O)c2cc(C)nn2-c2ccccc2)cc1	3.0	x	-1	-7	6	1.8	-7	-4
COC(=O)c1ccc(N)nc1	-0.1	x	-1	-4	-5	-4.0	27	x
CCOc1cc(/C=C2\SC(N3CCCCC3)=NC2=O)ccc1O	0.0	30	5	-23	15	0.8	3	3
CN1CCN(c2ccc3c(c2)C2CC3CCN2C(=O)OCc2ccccc2)CC1 (stereo not given)	0.1	22	x	13	-31	5.1	19	-15
COc1ccc(NC(C)=O)cc1S(=O)(=O)N1CC=C(c2ccccc2)CC1	0.3	2	2	-9	7	3.7	-2	6
CCCC(=O)Nc1ccc2c(c1)OC[C@H](C)NC[C@@H](C)[C@@H](OC)CN(C)C2=O	0.2	4	x	-6	11	-0.2	-4	-1
Cc1[nH]c2ccc(OC(=O)N3CCOCC3)cc2c1C(=O)OC(C)C	x	-11	-1	4	-15	0.7	3	7
O=C(NC(=S)Nc1ccccc1C(F)(F)F)c1ccccc1F	0.2	35	-2	-4	-8	-0.7	-4	-1
CSc1ccc(S(=O)(=O)NCC(=O)OCCOc2ccccc2)cc1[N+](=O)[O-]	0.3	-1	-1	-9	-7	1.0	-1	x
COCC(=O)Nc1ccc2c(c1)OC[C@@H](C)N(Cc1ccccc1OC)C[C@H](C)[C@H](OC)CN(C)C2=O	0.4	0	-1	21	-10	-0.1	1	-6
O=C(C[C@H]1C=C[C@H](NC(=O)CN2CCOCC2)[C@H](CO)O1)NCCc1ccccc1	-0.4	6	2	-16	-5	2.2	x	-2
Cc1ccccc1NCc1nc2ccccc2n1C	0.1	u	1	x	10	0.7	3	2
O=C(Cc1ccc(S(=O)(=O)N2CCCC2)s1)Nc1cccc([N+](=O)[O-])c1	0.2	6	-1	-35	-5	0.6	x	-4
CCN(CC)C(=O)[C@H]1C[C@H](CC(=O)NCCCN(C)C)C(=O)N2CCc3c([nH]c4cc(CCC(=O)N(C)C)ccc34)[C@]12C	-0.1	-2	-1	-5	x	-0.4	-2	3
CCOc1ccc(N2C(=O)C(CC(=O)Nc3ccc(F)cc3)N(Cc3ccccn3)C2=S)cc1 (stereo not given)	-0.1	x	x	-6	-59	2.9	5	x
O=c1cc(O)c(-c2cccc(C(F)(F)F)c2)c(Cl)[nH]1	0.1	x	12	-21	-4	-2.5	x	x
O=C(COC(=O)c1ccc(Br)o1)Nc1ncc([N+](=O)[O-])s1	-0.7	15	8	-17	-67	4.0	x	x
CCOc1ccc(C(=O)NC(=S)NCc2cccnc2)cc1	0.2	x	x	x	14	x	-5	-1
Cn1c(SCC(=O)Nc2ccc3[nH]c(=O)[nH]c3c2)nnc1-c1ccc(F)cc1	0.0	x	1	-17	8	0.4	-32	x
Cc1cc(Br)cc(C=Nc2ccc(N3CCOCC3)cc2)c1O	0.0	x	2	20	1	1.1	4	x

Four entries drawn at random from those above:
SMILES	XiGFP reactiv	esBAF inh	ERAP1 HTS inh	RAD52 anneal inh	INS-1E GSIS act	F508del corr	ARNT-TACC3 inh	RAD54 branch
COc1ccc(NC(C)=O)cc1S(=O)(=O)N1CC=C(c2ccccc2)CC1	0.3	2	2	-9	7	3.7	-2	6
Cc1ccccc1S(=O)(=O)NCC[C@H]1CC[C@H](NC(=O)C2CCC2)[C@H](CO)O1	1.4	0	-3	x	9	-0.2	0	-8
O=C(COC(=O)c1ccc(Br)o1)Nc1ncc([N+](=O)[O-])s1	-0.7	15	8	-17	-67	4.0	x	x
O=C(C[C@H]1C=C[C@H](NC(=O)CN2CCOCC2)[C@H](CO)O1)NCCc1ccccc1	-0.4	6	2	-16	-5	2.2	x	-2
